ATXN2 expr inh: Primary qHTS for Inhibitors of ATXN expression; Potency, µM (top dose mostly 57 µM), without a hit: top-dose activity change, negative = inhibition, actives largely listed as inhibitors; HEK-293 ATXN2-luciferase reporter, luminescence, 24 h; actives 0.72% (n = 360,000); further: potency means the concentration at half of the fitted maximal effect; on the % scale 0 is the no-effect control and ±100 the full control effect; nearly all actives have a fitted effect of over 55% in size
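qHTS (up to 57 uM final) was run with 24 h compound exposure of reporter cells at 37 °C. Each well was multiplexed: SteadyGlo luminescence measured ATXN2-luciferase expression after a fluorogenic Gly-Phe-AFC viability readout (25 uM final).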
MCF10A rerep: A quantitative high throughput screen for small molecules that induce DNA re-replication in MCF 10a normal breast cells | MCF 10A DNA re-replication, Hoechst nuclear intensity, 48 h | Potency, µM (titrated, usually from 46.1 µM), without a hit: at the highest dose activity, positive = re-replication, actives largely listed as activators | actives 2.9% (n = 350,000); further: potency means the concentration at half of the fitted maximal effect; % of control where 0% means no effect; nearly all actives have a fitted effect of over 50% in size
Nrf2 block: Nrf2 qHTS screen for inhibitors; AID 504444, 2011; Potency, µM (top dose mostly 46 µM), for inactives: at the highest dose activity change, negative = inhibition, most hits filed as inhibitors; A549 ARE-Fluc reporter, luciferase luminescence, 18-24 h; actives 2.1% (n = 360,000); further: potency means the concentration at half of the fitted maximal effect; on the % scale 0 is the no-effect control and ±100 the full control effect; nearly all actives have a fitted effect of over 60% in size
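Two sequential reads on A549 ARE_Fluc cells exposed to compound for 18-24 h: a CellTiter-Fluor fluorescence read for viability, then a luciferase luminescence read for Nrf2/ARE activity.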
TGFb inhibitor: qHTS for Inhibitors of TGF-b. HepG2 CAGA-GFP TGF-b/SMAD3 reporter, GFP fluorescence, 18 h; TGF-beta stimulated, 500 pg/mL final. actives 1.2% (n = 410,000). Potency, µM (titrated, usually from 46.1 µM), for inactives: top-dose activity, negative = inhibition, most hits filed as inhibitors; further: potency means the concentration at half of the fitted maximal effect; on the % scale 0 is the no-effect control and ±100 the full control effect; nearly all actives have a fitted effect of over 65% in size
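Inhibition of TGF-beta-driven CAGA-GFP reporter expression in HEPG2 cells is measured by cellular GFP fluorescence after 18 h stimulation with 500 pg/mL recombinant TGF-beta in 1% FBS medium at 37 degrees C.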
HepG2 tox: qHTS for Inhibitors of TGF-b: Cytotox Counterscreen; HepG2 CAGA-GFP viability, ATP luminescence, 18 h; Potency, µM (highest dose often 46.1 µM), for the others: at the top dose activity change, negative = cytotoxicity, usual class: cytotoxic; actives 0.76% (n = 410,000); AID 588856, 2011; further: potency means the concentration at half of the fitted maximal effect; some results filed as inactive show a strong effect at the top dose
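HepG2 CAGA-GFP cells (1000/well, DMEM with 1% FBS) received compound, then TGF-beta at 500 pg/mL final, and were incubated 18 hours at 37 degrees C. Viability was read by CellTiter-Glo luminescence. Media-only wells were set as complete cell-killing and DMSO as no toxicity.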
ATXN viability: Viability Counterscreen for Primary qHTS for Inhibitors of ATXN expression; S2 cells (HEK-293 line with an ATXN2-luciferase reporter) viability, CellTiter-Fluor protease fluorescence, 24 h; Potency, µM (top dose mostly 56.7 µM), usual class: cytotoxic; actives 0.49% (n = 400,000); AID 651635, 2014; further: potency means the concentration at half of the fitted maximal effect; nearly all actives have a fitted effect of over 40% in size
IL1B secr inh: qHTS for Inhibitors of Inflammasome Signaling: IL-1-beta AlphaLISA Primary Screen. AID 743279, 2014. actives 4.7% (n = 360,000). activity change, % at 57.5 µM. THP-1 LPS/ATP IL-1B secretion, AlphaLISA, 16 h; stronger effect = lower value; in the data active means activity change below about -50%; inconclusive means mostly about -30% to -49%; further: on the % scale 0 is the no-effect control and ±100 the full control effect
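Secreted IL-1B measured by AlphaLISA bead assay after 16 h compound exposure of THP-1 cells; compounds (final up to 57.5 uM) added 1 h before LPS (250 ng/mL) and ATP (1.25 mM) stimulation; lower signal means less secretion.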
Nrf2 ARE act: qHTS of Nrf2 Activators; AREc32 ARE-luciferase reporter (MCF7-derived line), luminescence, 24 h; Potency, µM (top dose mostly 46.1 µM), for inactives: at the highest dose activation, usual class: activators; actives 0.31% (n = 410,000); further: potency means the concentration at half of the fitted maximal effect; % of control where 0% means no effect; nearly all actives have a fitted effect of over 65% in size
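ARE-driven firefly luciferase activity in AREc32 cells measured after a 24 hr compound exposure at 37 deg C, using Steady-Glo reagent and a 30 min room-temperature hold.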
A549 viability: Nrf2 qHTS screen for inhibitors: counterscreen for cytotoxicity | A549 ARE-Fluc cells, CellTiter-Fluor viability, 18-24 h | Potency, µM (highest dose often 46 µM), for inactives: at the top dose activity change, negative = cytotoxicity, hits mostly inhibitors | actives 0.16% (n = 390,000) | AID 504648, 2011; further: potency means the concentration at half of the fitted maximal effect; on the % scale 0 is the no-effect control and ±100 the full control effect
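A549 ARE_Fluc cells in 5% FBS OPTI-MEM were exposed to compounds in concentration-response for 18-24 h at 37 deg C. Viability was read by CellTiter-Fluor fluorescence (Ex 405/Em 525) after 30 min, before the luciferase read.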
Starred values were filed as active, the others as inactive; i = inactive; ? = inconclusive; . = no result given; [ ] = dose if it differs, or a comment. Unless noted, the call rests on the fitted dose curve; in most records, active means well fitted curve in the direction sought with a large enough effect; inconclusive means small, poorly fitted or top-dose-only effect, or another doubt; inactive means no such curve, though single readings can be large; an effect the other way counts as inactive or inconclusive.

1) Cc1cc(C)cc(N(CCC#N)C(=O)CSC2=Nc3ccccc3C3CC=NN23)c1 (stereo not given)
2) COc1cc(OC)c(NS(=O)(=O)c2cc(C(=O)NCCCN3CCOCC3)ccc2C)cc1Cl
3) CCOc1ccccc1NC(=O)CSc1nnnn1Cc1ccccc1
4) COc1c(C)cccc1C(=O)Nc1ccc(N2CCN(S(C)(=O)=O)CC2)cc1
5) O=C(COC(=O)c1ccc(Br)o1)Nc1ccc(N2CCOCC2)cc1
6) COc1cccc(/C=N/NC(=O)c2nc(-c3ccccc3)cc(-c3ccccc3)n2)c1O
assay / compound	1	2	3	4	5	6
ATXN2 expr inh	-8%	.	-14%	36%[activator]	9%	10µM*
MCF10A rerep	26%	.	-7%	2%	9%	7%
Nrf2 block	23µM*	.	25%	?	9%	-26%
TGFb inhibitor	?	3%	2%	-2%	6%	-21%
HepG2 tox	-5%	-28%	-3%	-14%	2%	-31%
ATXN viability	i	i	i	i	i	i
IL1B secr inh	-91*	2	-4	-5	-23	11
Nrf2 ARE act	6.0%	-0.4%	-0.4%	-0.1%	-0.5%	-0.5%
A549 viability	?	.	4%[1.84 µM]	-10%	-2%	-2%

Rewritten with each value named: 2 of the compounds above
1) Cc1cc(C)cc(N(CCC#N)C(=O)CSC2=Nc3ccccc3C3CC=NN23)c1 (stereo not given)
  ATXN2 expr inh = -8%
  MCF10A rerep = 26%
  Nrf2 block = 23µM*
  TGFb inhibitor = ?
  HepG2 tox = -5%
  ATXN viability = i
  IL1B secr inh = -91*
  Nrf2 ARE act = 6.0%
  A549 viability = ?
2) COc1cc(OC)c(NS(=O)(=O)c2cc(C(=O)NCCCN3CCOCC3)ccc2C)cc1Cl
  ATXN2 expr inh = .
  MCF10A rerep = .
  Nrf2 block = .
  TGFb inhibitor = 3%
  HepG2 tox = -28%
  ATXN viability = i
  IL1B secr inh = 2
  Nrf2 ARE act = -0.4%
  A549 viability = .

Remaining list, next part.
7) COc1ccc(C(=O)NNC2=NCCCCC2)cc1
8) O=C(CN1C(=O)NC2(CCCCCC2)C1=O)N1CCN(c2ccccc2)CC1
9) O=[N+]([O-])c1ccc(N2CCN(C(=S)Nc3ccc(F)cc3F)CC2)cc1
10) COc1ccccc1-n1cnnc1SCC(=O)N1CCOCC1
11) COc1ccc(OCC(=O)Nc2cc(C)c(Cl)cc2OC)c([N+](=O)[O-])c1
12) CCC(=O)Nc1cc(Cl)ccc1C(=O)O
assay / compound	7	8	9	10	11	12
ATXN2 expr inh	-14%	1%	-17%	7%	22%	-7%
MCF10A rerep	9%	9%	-23%	-5%	-10%	12%
Nrf2 block	3%	14%	23µM*	22%	16%	6%
TGFb inhibitor	-9%	4%	-2%	2%	-13%	-18%
HepG2 tox	-8%	-36%	0%	-6%	-3%	-5%
ATXN viability	i	i	i	i	i	i
IL1B secr inh	?	-7	-8	30	23	41
Nrf2 ARE act	0.3%	1.7%	3.4%	-0.1%	-0.7%	-1.2%
A549 viability	-2%	0%	?	2%	0%	-5%

13) CCn1c(SCC(=O)Nc2oc(C)c3c(C)n[nH]c(=O)c23)nc2sc(C)c(C)c2c1=O
14) CCCc1cc(=O)[nH]c2nnc(SCC(=O)Nc3ccc(OC)cc3)n12
15) COc1cccc(-n2cnnn2)c1
16) CC(=O)Nc1cc[n+](C(C)C(=O)c2ccc(Cl)cc2)cc1 (stereo not given)
17) CCOC(=O)CN1CC23C=CC(O2)C(C(=O)NCc2ccc(C)cc2)C3C1=O (stereo not given)
18) CCOc1ccc(OCc2cccc(C(=O)Nc3ccc(CN4CCCCC4)cc3)c2)cc1
assay / compound	13	14	15	16	17	18
ATXN2 expr inh	-8%	.	-38%	-20%[2.22 µM]	0%	?
MCF10A rerep	-2%	.	2%	-13%	10%	?
Nrf2 block	6%	.	0%	-18%	20%	?
TGFb inhibitor	-1%	?	-2%	-2%	4%	0%
HepG2 tox	2%	-21%	14%	-18%	0%	10µM*
ATXN viability	i	.	i	i	i	?
IL1B secr inh	6	.	39	21	8	-100*
Nrf2 ARE act	-0.4%	0.3%	-0.3%	0.2%	-0.2%	-1.4%
A549 viability	0%	12%	4%	1%	-6%	11%

The last four records of the part before open the next one:
15) COc1cccc(-n2cnnn2)c1
16) CC(=O)Nc1cc[n+](C(C)C(=O)c2ccc(Cl)cc2)cc1 (stereo not given)
17) CCOC(=O)CN1CC23C=CC(O2)C(C(=O)NCc2ccc(C)cc2)C3C1=O (stereo not given)
18) CCOc1ccc(OCc2cccc(C(=O)Nc3ccc(CN4CCCCC4)cc3)c2)cc1
19) CCOc1ccc2[nH]c3c(NCCO)ncnc3c2c1
20) COC(=O)[C@]12CCCCC=C1N(Cc1ccc(Cl)cc1Cl)C(=O)[C@H](CC(=O)NCCC(C)C)C2
21) CSc1cccc(NC(=S)N2CCCN(Cc3ccc(F)cc3)C2)c1
22) CN(C)C=Nc1ncc2c3ccccc3n(Cc3ccccc3)c2c1C#N
23) O=C(NNC(=O)c1ccc2ccccc2n1)c1ccc(O)cc1
24) COc1ccc(CCNc2nc(-c3ccccc3OC)cc(C(F)(F)F)n2)cc1OC
assay / compound	15	16	17	18	19	20	21	22	23	24
ATXN2 expr inh	-38%	-20%[2.22 µM]	0%	?	1%	?	-33%	-26%	-15%	-15%
MCF10A rerep	2%	-13%	10%	?	9%	.	9%	?	-14%	.
Nrf2 block	0%	-18%	20%	?	10%	.	0%	.	?	-4%[9.27 µM]
TGFb inhibitor	-2%	-2%	4%	0%	-22%	.	?	-36%	-14%	-27%
HepG2 tox	14%	-18%	0%	10µM*	0%	.	-38%	-3%	-14%	-3%
ATXN viability	i	i	i	?	i	?	i	i	i	i
IL1B secr inh	39	21	8	-100*	-26	?	-52*	-4	0	.
Nrf2 ARE act	-0.3%	0.2%	-0.2%	-1.4%	0.1%	4.1%	4.7%	-0.7%	-0.9%	-0.2%
A549 viability	4%	1%	-6%	11%	1%	.	-5%	1%	-9%	0%

25) COCCCn1c(Cc2csc(Nc3ccccc3)n2)nnc1SCC(N)=O
26) Cc1sc(NC(=O)c2ccccc2F)c(CN2CCCCC2C)c1C (stereo not given)
27) O=C(NCCN1CCN(C(=O)c2ccc(Br)cc2)CC1)c1ccc(Br)cc1
28) C=C1CCN([C@@H](CC(C)C)C(=O)NCc2ccc(Cl)cc2)S(=O)(=O)c2ccccc21
29) CCOc1ccc(CCn2c3c(c(=O)[nH]c2=O)C(NC(=O)c2ccccc2)(C(F)(F)F)C(=O)N3)cc1OCC (stereo not given)
30) CC(Sc1nc2c(c(=O)n(C)c(=O)n2C)n1Cc1cc2c(cc1Cl)OCO2)C(=O)O (stereo not given)
assay / compound	25	26	27	28	29	30
ATXN2 expr inh	-2%	63%[activator]	-28%	6%	1%	1%
MCF10A rerep	1%	?	7%	?	.	0%
Nrf2 block	6%	?	-24%	1%	6%	8%
TGFb inhibitor	11%	-34%	?	-22%	?	0%
HepG2 tox	-8%	-27%	-13%	-16%	-4%	-6%
ATXN viability	i	i	i	i	i	i
IL1B secr inh	3	1	-24	31	.	0
Nrf2 ARE act	-0.5%	13µM*	2.3%	3.4%	-1.3%	0.2%
A549 viability	0%	-2%	1%	0%	-2%	5%

31) Cc1noc(C)c1NC(=O)N(C)C[C@H]1Oc2ccc(NC(=O)Cn3cnnn3)cc2C(=O)N([C@H](C)CO)C[C@@H]1C
32) Cc1ccc(CN2CCN(C(=O)c3ccco3)CC2)cc1
33) COc1cccc(NC(=O)COC(=O)C2C3CC4OC(=O)C2C4C3)c1 (stereo not given)
34) O=C(CCN1C(=O)CC1c1ccco1)N1CCOCC1 (stereo not given)
35) CSc1nc2ccc(S(=O)(=O)N3CCCC3)cc2s1
36) Cc1nc2nc[nH]n2c(=O)c1NS(=O)(=O)c1ccc(C(C)(C)C)cc1
assay / compound	31	32	33	34	35	36
ATXN2 expr inh	1%	-7%	6%	8%	-1%	-3%
MCF10A rerep	-16%	4%	8%	.	1%	-13%
Nrf2 block	8%	9%	11%	.	-1%	-2%
TGFb inhibitor	18%	-5%	1%	5%	4%	-14%
HepG2 tox	0%	0%	3%	0%	-21%	-13%
ATXN viability	i	i	i	i	i	i
IL1B secr inh	14	7	-3	16	29	-7
Nrf2 ARE act	-1.1%	-0.3%	0.6%	-0.7%	0.3%	0.1%
A549 viability	2%	1%	-5%	.	15%	2%

Entries listed so far shown as hits in Nrf2 ARE act.
cpd | canonical_smiles | TGFb inhibitor | IL1B secr inh | Nrf2 ARE act
26 | Cc1sc(NC(=O)c2ccccc2F)c(CN2CCCCC2C)c1C (stereo not given) | -34% | 1 | 13µM*

New compounds follow
37) COc1ccc(-c2nnc(NC(=O)C3CC3)o2)cc1
38) Cc1ccc2c(c1)N(Cc1ccccn1)C(=O)C(C)O2 (stereo not given)
39) CCC(C)n1cnc2c(c1=O)c1nc3ccccc3nc1n2Cc1ccccc1OC (stereo not given)
40) Cc1ccc(NC(=O)CSc2nnc3ccc(-c4ccncc4)nn23)cc1
41) COc1ccc(-c2nnn(-c3ccc(Cl)cc3Cl)c2N)cc1
assay / compound	37	38	39	40	41
ATXN2 expr inh	2%	2%	-22%	1%	-17%
MCF10A rerep	-7%	2%	23%	3%	2%
Nrf2 block	30%	-14%	?	-18%	14%
TGFb inhibitor	-16%	-1%	9%	9%	0%
HepG2 tox	-6%	-35%	5%	3%	-49%
ATXN viability	i	i	i	i	i
IL1B secr inh	-12	44	0	-5	-24
Nrf2 ARE act	-0.4%	-0.6%	-1.1%	-0.5%	-0.2%
A549 viability	-2%	-2%	-18%	8%	-3%
